D2 ag: D2 dopamine receptor (human) agonism. HEK293 T-REx D2 cells, calcium flux agonist mode. actives 0.53% (n = 340,000). AID 485358. P14416. activation, % at 2 µM;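 active means activation over 3 SD above normal in the single-dose calcium agonist read, cut at about 30% in these data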; further: 0% is about no effect
Target sequence (P14416 whole entry, looked up): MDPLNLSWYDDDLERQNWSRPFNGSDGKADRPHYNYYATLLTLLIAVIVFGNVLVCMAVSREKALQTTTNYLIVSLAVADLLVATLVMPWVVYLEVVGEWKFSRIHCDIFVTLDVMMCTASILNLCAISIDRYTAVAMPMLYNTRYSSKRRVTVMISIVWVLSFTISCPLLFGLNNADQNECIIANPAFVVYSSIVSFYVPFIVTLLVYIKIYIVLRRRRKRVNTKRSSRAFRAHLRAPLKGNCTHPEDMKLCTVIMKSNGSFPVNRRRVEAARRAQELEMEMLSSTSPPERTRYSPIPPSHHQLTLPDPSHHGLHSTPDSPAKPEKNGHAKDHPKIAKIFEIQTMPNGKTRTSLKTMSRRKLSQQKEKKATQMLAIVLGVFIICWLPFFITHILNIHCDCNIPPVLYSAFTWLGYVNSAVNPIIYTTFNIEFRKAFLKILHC
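HEK293 Trex D2 cells, tetracycline-induced, o/n 30 C 5% CO2; no-wash Ca dye, RT 30–90 min; 10-cycle baseline, 23 nl cpd added, kinetic Ca read 180 s; agonist hits = positive Ca response.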
TRHR agonist: TRH receptor (human) agonism; actives 0.18% (n = 360,000); TRHR cells, calcium flux fluo-8, FDSS agonist mode; activation, % at 2 µM; P34981; in the data active means activation above about 30%; further: 0% is about no effect
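Agonist-mode FDSS calcium read (Ex 480/Em 530, 1 s cycles) in 1536-well TRHR cells with fluo-8 dye, after 10-cycle baseline and 23 nL compound addition; TRH at EC20 (10 nM final) added afterwards for the enhancer phase.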
rTrxR1 inhibitor: rat TrxR1 inhibition; recombinant rTrxR1, NADPH fluorescence consumption, selenite substrate; Potency, µM (top dose mostly 114 µM), for inactives: at the top dose activity change, negative = inhibition, hits mostly inhibitors; actives 1% (n = 390,000); further: potency means the concentration at half of the fitted maximal effect; on the % scale 0 is the no-effect control and ±100 the full control effect; nearly all actives have a fitted effect of over 65% in size
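Rat TrxR1 (90 nM in the dispensed reagent) was pre-reduced with 400 uM NADPH for 5 min at room temperature, then incubated with compound for 15 min. After 400 uM selenite was added, NADPH fluorescence (Ex 340/Em 450 nm) was followed for 8 min.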
TRHR enhancer: allosterically enhances the human TRH receptor | P34981 | TRHR cells, fluo-8 calcium fluorescence, EC20 TRH enhancement | enhancement, % at 2 µM | actives 0.66% (n = 360,000) | AID 493056; in the data active means enhancement above about 30%; further: 0% is about no effect
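TRHR-expressing cells loaded with fluo-8 calcium dye were read kinetically (ex 480/em 530) during compound addition, then stimulated with an EC20 of TRH (10 nM final). Enhancement of the Gq-mediated intracellular calcium response was scored.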
PI4K2A inh: inhibitors of human PI4K2A; Q9BTU6; purified PI4K2A, ADP-Glo luminescence, 1 h; hits give low values; activity change, negative = inhibition, % at 76.9 µM; actives 0.13% (n = 420,000); AID 1346378; in the data active means activity change below about -50%; inconclusive means mostly about -30% to -49%;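 further: -100% = wells without enzyme as full effect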
Target sequence (Q9BTU6 whole entry, looked up): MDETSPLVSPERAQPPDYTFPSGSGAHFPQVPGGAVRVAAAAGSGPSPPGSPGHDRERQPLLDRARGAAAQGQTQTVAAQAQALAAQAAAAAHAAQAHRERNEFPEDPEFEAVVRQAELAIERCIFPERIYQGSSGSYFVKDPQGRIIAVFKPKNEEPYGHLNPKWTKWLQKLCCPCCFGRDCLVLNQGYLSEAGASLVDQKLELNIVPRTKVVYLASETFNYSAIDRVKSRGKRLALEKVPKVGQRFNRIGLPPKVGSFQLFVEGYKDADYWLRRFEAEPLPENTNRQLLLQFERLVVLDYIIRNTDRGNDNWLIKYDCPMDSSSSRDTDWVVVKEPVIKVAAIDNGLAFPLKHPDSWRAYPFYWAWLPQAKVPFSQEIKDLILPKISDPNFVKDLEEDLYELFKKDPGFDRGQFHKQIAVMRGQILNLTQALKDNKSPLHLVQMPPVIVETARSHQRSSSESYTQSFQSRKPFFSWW
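ADP-Glo luminescence measured ADP generated by PI4K2A enzyme (4 ug/mL before mixing) with 1.2 mM PI substrate (pre-mix) and 300 microM ATP (pre-mix). Tris pH7.5 buffer with MgCl2, Triton X-100; 1 h reaction at ambient temperature.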
TrxR1 substrate: rat thioredoxin reductase 1 substrate activity; actives 0.01% (n = 390,000); AID 588456; purified TrxR1 substrate turnover, NADPH consumption readout; Potency, µM (series often up to 114 µM), inactives show at the highest dose activity change, negative = substrate turnover; further: potency means the concentration at half of the fitted maximal effect; on the % scale 0 is the no-effect control and ±100 the full control effect; nearly all actives have a fitted effect of over 50% in size
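Rat TrxR1, dispensed at 90 nM, was prereduced with 400 uM NADPH (final) for 5 min at ~22 deg C, then incubated with compound 15 min before 400 uM selenite. A first-read NADPH fluorescence drop versus no-compound background flagged substrates.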
USP1 inh: blocks the human USP1/UAF1 deubiquitinase complex; recombinant USP1/UAF1, Ub-Rhodamine cleavage fluorescence; Potency, µM (top dose mostly 57.1 µM), for the others: at the top dose activity change, negative = inhibition, most hits filed as inhibitors; actives 0.23% (n = 390,000); further: potency means the concentration at half of the fitted maximal effect; on the % scale 0 is the no-effect control and ±100 the full control effect; nearly all actives have a fitted effect of over 60% in size; inactives centre near -12
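In this screen, compounds sit with the deubiquitinase complex (1nM) for 15 min at room temperature before Ub-Rho is added at 150nM final. Fluorescence rise is then followed for 6 reads every 60 seconds.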
mIDH1 inhibitor: inhibitors of human mutant IDH1 R132H; IDH1-R132H enzyme, NADPH consumption, diaphorase/resazurin fluorescence; actives 0.093% (n = 390,000); O75874; Potency, µM (doses to about 76.6 µM), for inactives: at the top dose activity change, negative = inhibition, actives largely listed as inhibitors; further: potency means the concentration at half of the fitted maximal effect; on the % scale 0 is the no-effect control and ±100 the full control effect; nearly all actives have a fitted effect of over 65% in size
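IDH1-R132H (0.5 ug/mL dispensed) in pH 7.5 Tris buffer was preincubated 30 min with compound, then given a substrate mix of 0.016 mM NADPH and 2 mM alpha-KG for 80 min at room temperature; remaining NADPH was read by diaphorase/resazurin fluorescence.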
D2 antagonist: antagonizes the human D2 dopamine receptor. P14416. HEK293 TREx D2 cells, calcium flux, dopamine EC80. inhibition, % at 10 µM. actives 2% (n = 340,000). AID 485344; in the data active means inhibition above about 30%; further: 0% is about no effect
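Dopamine at EC80 is the agonist stimulus; test compounds precede it by 180 s. Calcium flux read kinetically in a force-coupled, inducible HEK293 T-REx D2 cell line.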
Starred values were filed as active, the others as inactive; [ ] = another dose, or the depositor's remark. Unless noted, the call rests on the fitted dose curve; in most records, active means well fitted inhibition curve with a large enough effect; inconclusive means small, poorly fitted or top-dose-only effect; inactive means no such curve, though single readings can be large or run the other way.

How did CC(=O)CCC1C2C(O)C(C(C)C)C(OC(=O)/C=C/c3ccccc3)CC12C (stereo unspecified) do in these assays?
D2 ag: -0.9; TRHR agonist: -0.6; rTrxR1 inhibitor: 1.5%[57.1 µM]; TRHR enhancer: -4.3; PI4K2A inh: 1.4; TrxR1 substrate: -3.4%[57.1 µM]; USP1 inh: -19.4%; mIDH1 inhibitor: 0.0%; D2 antagonist: 7.8

Results for CC(=O)NC1=NN(C(C)=O)C(C)(c2ccc(C)cc2)S1 (stereo unspecified) ?
D2 ag: 0.8; TRHR agonist: 0.2; rTrxR1 inhibitor: -10.2%; TRHR enhancer: 6.3; PI4K2A inh: -5.7; TrxR1 substrate: -6.4%; USP1 inh: -11.2%; mIDH1 inhibitor: 3.7%; D2 antagonist: 5.3

How did COc1ccc2nc(SCC(=O)NCC3CCCO3)c(C#N)cc2c1 (stereo unspecified) do in these assays?
D2 ag: 1.4; TRHR agonist: -0.5; rTrxR1 inhibitor: 17.3%; TRHR enhancer: 2.4; PI4K2A inh: 0.5; TrxR1 substrate: 8.1%; USP1 inh: -11.1%; mIDH1 inhibitor: 4.7%; D2 antagonist: -8.2

Results for COc1cccc(NC(=O)N2CCCC2C(=O)NC2CC2)c1 (stereo unspecified) ?
D2 ag: 0.1; TRHR agonist: -0.4; rTrxR1 inhibitor: 17.4%; TRHR enhancer: -4.3; PI4K2A inh: 3.7; TrxR1 substrate: 8.3%; USP1 inh: -19.1%; mIDH1 inhibitor: -0.6%; D2 antagonist: 17.0

How did c1ccc(CSc2ncnc3c2cnn3-c2ccccc2)cc1 do in these assays?
D2 ag: 1.3; TRHR agonist: 1.5; rTrxR1 inhibitor: 6.4%; TRHR enhancer: 4.0; PI4K2A inh: -6.2; TrxR1 substrate: 3.2%; USP1 inh: -19.4%; mIDH1 inhibitor: 2.0%; D2 antagonist: 9.5

How did Cc1c(CC(=O)N2CCCCC2)c(=O)oc2cc(O)ccc12 do in these assays?
D2 ag: 0.3; TRHR agonist: 0.0; rTrxR1 inhibitor: 56.2µM*; TRHR enhancer: -0.4; PI4K2A inh: -2.4; TrxR1 substrate: 925.1%[activator]; USP1 inh: -12.4%; mIDH1 inhibitor: 0.0%

How did C=CCOC(=O)C1=C(C)OC(N)=C(C#N)C1c1c(C)nn(-c2ccccc2)c1Cl (stereo unspecified) do in these assays?
D2 ag: 0.0; TRHR agonist: 0.8; rTrxR1 inhibitor: 9.7%[57.1 µM]; TRHR enhancer: -3.2; PI4K2A inh: 8.5; TrxR1 substrate: 7.8%[57.1 µM]; USP1 inh: -6.8%; mIDH1 inhibitor: 9.0%; D2 antagonist: 44.0*

What do the screens show for `COc1ccc(CNc2ncnc3c2cnn3-c2ccc(C)c(C)c2)cc1`?
D2 ag: -0.2; TRHR agonist: 0.0; rTrxR1 inhibitor: 9.6%[57.1 µM]; TRHR enhancer: -0.9; PI4K2A inh: -0.3; TrxR1 substrate: -0.9%[57.1 µM]; USP1 inh: -22.3%; mIDH1 inhibitor: -10.6%

How did COc1ccc(N=C2S/C(=C\c3ccc(Cl)c([N+](=O)[O-])c3)C(=O)N2CCN(C)C)cc1 do in these assays?
TRHR agonist: 0.9; rTrxR1 inhibitor: -10.4%[57.1 µM]; TRHR enhancer: -6.7; PI4K2A inh: -1.3; TrxR1 substrate: -5.4%[57.1 µM]; USP1 inh: -22.2%; mIDH1 inhibitor: -9.6%

How did CN(Cc1cn(C)nc1-c1ccc(Oc2ccccc2)cc1)Cc1cnc2ccccn12 do in these assays?
D2 ag: 1.1; TRHR agonist: -1.3; rTrxR1 inhibitor: 20.9%; TRHR enhancer: 4.7; PI4K2A inh: 3.6; TrxR1 substrate: -2.9%; USP1 inh: -20.1%; mIDH1 inhibitor: 5.4%; D2 antagonist: -13.1

How did CCOc1cc(/C=N/Nc2ncnc(Cl)c2N)ccc1O do in these assays?
D2 ag: 0.2; TRHR agonist: -0.1; rTrxR1 inhibitor: -16.7%; TRHR enhancer: 13.9; PI4K2A inh: 2.9; TrxR1 substrate: -11.8%; USP1 inh: -17.3%; mIDH1 inhibitor: 0.1%; D2 antagonist: 2.6

What do the screens show for `COc1cc(/C=N/NC(=O)c2ccc(Cn3cc([N+](=O)[O-])cn3)o2)cc(Br)c1O`?
D2 ag: -0.1; TRHR agonist: -0.2; rTrxR1 inhibitor: 19.6%[57.1 µM]; TRHR enhancer: 3.5; PI4K2A inh: 0.2; TrxR1 substrate: -7.8%; USP1 inh: -8.6%; mIDH1 inhibitor: 3.5%; D2 antagonist: 5.0

Results for CCC(=O)N1CCc2cc(S(=O)(=O)N3CCCCCC3)ccc21 ?
D2 ag: 36.8*; TRHR agonist: -0.3; rTrxR1 inhibitor: 26.7%; TRHR enhancer: 4.5; PI4K2A inh: -11.9; TrxR1 substrate: 0.9%; USP1 inh: -13.8%; mIDH1 inhibitor: -12.9%; D2 antagonist: 30.7*

How did CCCCCCn1c(=O)[nH]c2c(c1=O)CCC2 do in these assays?
D2 ag: 0.4; TRHR agonist: 0.5; rTrxR1 inhibitor: 16.1%; TRHR enhancer: 10.7; PI4K2A inh: 2.1; TrxR1 substrate: 3.9%; USP1 inh: -26.4%; mIDH1 inhibitor: 5.3%; D2 antagonist: 0.6

Results for CCOC(=O)c1cccc(NC(=O)CCc2nc3cccnc3n2-c2ccccc2)c1 ?
D2 ag: -0.9; TRHR agonist: -1.8; rTrxR1 inhibitor: -1.3%; TRHR enhancer: -5.2; PI4K2A inh: -3.2; TrxR1 substrate: -9.9%; USP1 inh: -22.9%; mIDH1 inhibitor: 6.5%

How did CC1=C(n2nnc([N+](=O)[O-])n2)C(c2cccnc2)C(C#N)=C(N)O1 (stereo unspecified) do in these assays?
D2 ag: 1.3; TRHR agonist: 0.2; rTrxR1 inhibitor: inconclusive; TRHR enhancer: 2.7; PI4K2A inh: 7.9; TrxR1 substrate: -7.0%; USP1 inh: -19.6%; mIDH1 inhibitor: 22.8%; D2 antagonist: -3.9

How did COc1ccc(C2c3ccc(O)cc3Oc3ncn(Cc4ccco4)c(=N)c32)cc1 (stereo unspecified) do in these assays?
D2 ag: 0.0; TRHR agonist: 0.4; rTrxR1 inhibitor: 50.1µM*; TRHR enhancer: -7.3; PI4K2A inh: 0.2; TrxR1 substrate: 5.9%; USP1 inh: -19.3%; mIDH1 inhibitor: -0.9%; D2 antagonist: 14.6

How did COc1ccc(C)cc1S(=O)(=O)N1CCN(c2cccc(Cl)c2)CC1 do in these assays?
TRHR agonist: 3.2; rTrxR1 inhibitor: 30.8%; TRHR enhancer: -5.6; PI4K2A inh: 3.1; TrxR1 substrate: 1.6%; USP1 inh: -11.3%; mIDH1 inhibitor: 30.1%

How did COc1cccc(-c2csc(N3CCN(C(=S)NCC(C)C)CC3)n2)c1 do in these assays?
D2 ag: 0.6; TRHR agonist: 0.2; rTrxR1 inhibitor: 12.6%; TRHR enhancer: 2.6; PI4K2A inh: 2.0; TrxR1 substrate: -7.8%; USP1 inh: -22.1%; mIDH1 inhibitor: -1.8%; D2 antagonist: -14.7

Results for c1ccc(Nc2c(-c3c[nH]c4ccccc34)nc3ccccn23)cc1 ?
D2 ag: 0.3; TRHR agonist: 0.3; rTrxR1 inhibitor: 9.9%; TRHR enhancer: -0.8; PI4K2A inh: 1.0; TrxR1 substrate: 128.8%[activator]; USP1 inh: -9.7%; mIDH1 inhibitor: 14.1%

Results for O=C(Cc1cccc(C(F)(F)F)c1)NCC(=O)Nc1cc(Cl)ccc1Cl ?
D2 ag: -3.0; TRHR agonist: 0.0; rTrxR1 inhibitor: 26.3%[57.1 µM]; TRHR enhancer: -2.5; PI4K2A inh: 1.9; TrxR1 substrate: 39.7%; USP1 inh: -18.2%; mIDH1 inhibitor: 3.4%; D2 antagonist: -6.9

Results for Cc1nc2c(C(=O)O)cnn2c(C)c1Cc1ccccc1 ?
D2 ag: -0.2; TRHR agonist: 0.0; rTrxR1 inhibitor: 19.0%[57.1 µM]; TRHR enhancer: 9.2; PI4K2A inh: -8.8; TrxR1 substrate: 3.9%[57.1 µM]; USP1 inh: -26.5%; mIDH1 inhibitor: 13.4%

What do the screens show for `CCOC(=O)c1ccc(S(=O)(=O)Nc2cc(S(=O)(=O)N3CCOCC3)ccc2O)cc1`?
rTrxR1 inhibitor: 8.9%; PI4K2A inh: -1.7; TrxR1 substrate: 4.4%; USP1 inh: inconclusive; mIDH1 inhibitor: -1.8%

Results for CN1C[C@@H]2[C@@H]3C(=O)N(Cc4ccccc4)C(=O)[C@@H]3[C@](Cc3ccccc3)(C1=O)N2C(=O)c1ccc(Br)cc1 ?
rTrxR1 inhibitor: 9.3%; PI4K2A inh: -0.4; TrxR1 substrate: 2.7%[57.1 µM]; USP1 inh: -19.4%; mIDH1 inhibitor: -3.1%

Results for COc1ccc2cc([C@H](C)C(=O)N(C)Cc3ccccc3N3CCCC3)ccc2c1 ?
D2 ag: 0.3; TRHR agonist: 0.7; rTrxR1 inhibitor: -6.5%; TRHR enhancer: -0.8; PI4K2A inh: -1.8; TrxR1 substrate: 2.3%; USP1 inh: inconclusive; mIDH1 inhibitor: -0.2%; D2 antagonist: 5.3

2 consecutive entries from above, quoted:
How did CC(=O)CCC1C2C(O)C(C(C)C)C(OC(=O)/C=C/c3ccccc3)CC12C (stereo unspecified) do in these assays?
D2 ag: -0.9; TRHR agonist: -0.6; rTrxR1 inhibitor: 1.5%[57.1 µM]; TRHR enhancer: -4.3; PI4K2A inh: 1.4; TrxR1 substrate: -3.4%[57.1 µM]; USP1 inh: -19.4%; mIDH1 inhibitor: 0.0%; D2 antagonist: 7.8

Results for CC(=O)NC1=NN(C(C)=O)C(C)(c2ccc(C)cc2)S1 (stereo unspecified) ?
D2 ag: 0.8; TRHR agonist: 0.2; rTrxR1 inhibitor: -10.2%; TRHR enhancer: 6.3; PI4K2A inh: -5.7; TrxR1 substrate: -6.4%; USP1 inh: -11.2%; mIDH1 inhibitor: 3.7%; D2 antagonist: 5.3

Screening data: PubChem BioAssay, National Center for Advancing Translational Sciences (NCATS)
